CaV13 FRET inh: Primary screen for inhibitors of IQ motif and Ca2+-dependent inactivation inhibitor domain binding in CACNA1D, Förster resonance energy transfer in living cells, … | HEK cells, CFP/YFP FRET ICDI-IQ, plate reader, 10 min; percent FRET-ratio fall versus neutral wells | inhibition, % at 12.3 µM | 0.098% of 340,000 active;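 active = mean replicate inhibition of at least 30% and at least 1% of replicates passing that level; inconclusive = only one of the two criteria is met; inactive = neither criterion is met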;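 also: 0% = median of the neutral control wells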
m5-HT2A agonist: mouse HTR2A agonism via beta-arrestin recruitment; P35363; CHO-K1 mHTR2A beta-arrestin complementation, luminescence; percent of 30 µM serotonin response; activation, % at 7.6 µM; 0.66% of 360,000 active;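 active = activation above a run cutoff, the mean activation of all tested compounds plus 3 SD, cut at about 14% in these data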;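 also: 0% = plate median of compound wells and 100% = 30 µM serotonin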
Target sequence (P35363 whole entry, looked up): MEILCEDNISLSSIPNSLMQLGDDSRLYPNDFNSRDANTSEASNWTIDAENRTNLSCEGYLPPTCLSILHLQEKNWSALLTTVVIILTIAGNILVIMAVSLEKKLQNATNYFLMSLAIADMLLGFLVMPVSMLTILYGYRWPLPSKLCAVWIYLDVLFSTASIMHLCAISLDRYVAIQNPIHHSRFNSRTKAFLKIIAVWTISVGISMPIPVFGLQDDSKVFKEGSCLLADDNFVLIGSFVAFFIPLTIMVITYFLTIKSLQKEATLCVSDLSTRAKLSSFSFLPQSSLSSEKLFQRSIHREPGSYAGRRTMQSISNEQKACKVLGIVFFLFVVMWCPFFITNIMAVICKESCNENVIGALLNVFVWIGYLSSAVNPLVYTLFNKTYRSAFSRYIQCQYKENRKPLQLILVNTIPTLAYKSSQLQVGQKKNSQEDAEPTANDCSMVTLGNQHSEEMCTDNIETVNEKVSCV
Cardio protect: modulators protecting cardiomyocytes from myocardial damage; H9c2 cardiomyocytes, H2O2 injury protection, ATPLite, 2 h; protection from H2O2 cell death, % at 20 µM; 0.63% of 360,000 active; AID 588492;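 active = compounds giving at least 50% protection of heart cells from peroxide-induced death in the single-dose screen, raw or plate-pattern-corrected value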;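 also: 0% = DMSO wells with peroxide and 100% = DMSO wells without peroxide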
PDI inh: PDI (human) enzyme inhibition. P07237. PDI insulin aggregation turbidity, A650, 90 min. inhibition, % at 10 µM. 0.052% of 350,000 active. AID 588391;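 active = mean inhibition across replicates of 30% or more, whatever share of single replicates reach that level; inconclusive = mean inhibition below 30% while every single replicate reaches 30%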;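 also: absorbance from insulin aggregation driven by PDI reduction with DTT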
Target sequence (P07237 whole entry, looked up): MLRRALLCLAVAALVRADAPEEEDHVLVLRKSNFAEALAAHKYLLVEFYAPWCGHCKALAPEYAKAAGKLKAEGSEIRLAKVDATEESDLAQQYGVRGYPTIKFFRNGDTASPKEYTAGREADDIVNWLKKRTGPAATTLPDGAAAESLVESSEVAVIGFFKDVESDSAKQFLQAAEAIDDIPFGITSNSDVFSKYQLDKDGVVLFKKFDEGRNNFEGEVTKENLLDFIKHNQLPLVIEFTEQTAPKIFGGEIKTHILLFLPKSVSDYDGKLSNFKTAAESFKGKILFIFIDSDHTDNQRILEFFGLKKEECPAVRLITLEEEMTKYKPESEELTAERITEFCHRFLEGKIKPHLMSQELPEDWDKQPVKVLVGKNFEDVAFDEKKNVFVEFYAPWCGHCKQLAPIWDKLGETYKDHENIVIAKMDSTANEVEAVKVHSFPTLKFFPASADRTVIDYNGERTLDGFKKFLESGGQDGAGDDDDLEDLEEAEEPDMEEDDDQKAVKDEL
MC4R antag cAMP: blocks human MC4R cAMP signaling; P32245; MC4R-expressing cells, MTII-stimulated cAMP, LANCE TR-FRET; inhibition, % at 6.5 µM; 0.48% of 360,000 active; AID 540295;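 active = inhibition above its plate's cutoff, the mean of tested wells on that plate plus 3 SD, cut at about 29% in these data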;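 also: 0% = Melanotan II alone and 100% = Melanotan II plus saturating MCL0020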
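System: U2OS-MC4R stable cell line; Technique: Eu-cAMP/anti-cAMP TR-FRET, emission 671 nm; Repeats: single well per compound; Also added: Melanotan II; Dosing: one concentration, 6.5 µM nominal; Schedule: 30-min compound, 1-h challenge, 1-h detection, room temperature.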
ABCB6 inh MLPCN: human ABCB6 transporter inhibition; AID 602162; 0.19% of 360,000 active; K562-ABCB6 porphyrin accumulation, flow cytometry, 1 h; stronger effect = lower value; fluorescence ratio to DMSO, % at 10 µM;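 active = fluorescence ratio to DMSO below 75%, the collection mean minus 3 SD; inconclusive = too few cells collected in the well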;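 also: signal is porphyrin accumulated inside mitochondria; 100% equals median channel fluorescence of DMSO control wells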
aDG glyco up: increases alpha dystroglycan glycosylation | Pro5-aDG cells, alpha-DG glycosylation AlphaScreen (IIH6); 0% Pro5, 100% B10-LARGE cell signal | activation, % at 10 µM | 0.22% of 360,000 active | AID 624168;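 active = activation of at least 8% versus controls, or a plate z-score of at least 8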;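 also: Pro5 are CHO cells carrying HIG-tagged alpha-DG that lacks glycosylation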
N-glyco inh: blocks N-linked glycosylation in D54 reporter cells. 0.23% of 360,000 active. D54 ERlucT glycosylation luciferase reporter, 24 h; percent of 100 nM tunicamycin response. reporter increase, % at 12.5 µM. AID 588692;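 active = mean luciferase reporter signal, scaled so untreated is 0 and the glycosylation-blocking control 100, at or above a set limit in every replicate; inconclusive = mean reaches the limit but not every replicate does; inactive = mean below the limit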;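 also: luciferase carries N-glycosylation sites so blocking glycosylation raises the light; 0% = median of neutral control wells and 100% = median of 100 nM tunicamycin wells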
Vif imaging: HIV Vif inhibition. 0.35% of 340,000 active. HEK293T cells, Vif self-association by quenched fluorescence, imaging, 24 h. inhibition, % at 7.49 µM; in the data active = inhibition above about 50%, passing the limit was not always enough; inconclusive = no clear call, values can overlap the other calls; inactive = below about 31%; also: some results filed as inactive read as strong as hits
MC4R ag barr: human MC4R agonism via beta-arrestin. P32245. U2OS MC4R beta-arrestin complementation, luminescence; percent of melanotan II response, DMSO zero. activation, % at 8.9 µM. 0.98% of 360,000 active. AID 540308;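 active = activation above a per-plate cutoff, the mean activation of sample wells on that plate plus 3 SD, cut at about 8% in these data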
* marks the source's active call; other numbers are inactive results; ? = inconclusive; . = no result given.

SMILES	CaV13 FRET inh	m5-HT2A agonist	Cardio protect	PDI inh	MC4R antag cAMP	ABCB6 inh MLPCN	aDG glyco up	N-glyco inh	Vif imaging	MC4R ag barr
CC(=O)N/C(=C\c1ccc(F)cc1)C(=O)OCc1ccccc1	-4	3	0	-12	5	96	-0.1	4	-11	-1.8
O=C(Cc1ccccc1)N1CCN(S(=O)(=O)c2cccc([N+](=O)[O-])c2)CC1	4	4	2	1	-2	92	-0.3	2	-1	-1.3
COC(=O)c1ccc(Cl)c(NC(=O)CN(c2ccc(OC)cc2)S(=O)(=O)c2ccccc2)c1	-4	-6	2	4	-6	97	-0.4	-1	-11	-1.7
COCc1cc(/C=N\NC(=O)Cc2ccc(Cl)cc2)ccc1OC	-3	-2	1	12	-2	92	0.2	1	-19	-0.9
O=C(NNc1cc(C(F)(F)F)nc2ccccc12)Nc1cccc(Cl)c1	-2	-2	-8	5	9	97	0.2	-2	21	1.1
Cc1ccc(C(=O)OCC(=O)NCc2cccc(Cl)c2)cc1S(=O)(=O)N1CCCCC1	-5	17*	-8	-2	-1	95	0.6	-5	-2	-4.0
CCCN[C@@H]1C(=O)N2C(C(=O)OCCC)=C(C)CS[C@H]12	-4	-2	-8	-8	10	97	-0.2	1	1	-0.5
O=C1CS/C(=N/N=C/c2cccs2)N1	-5	-1	-2	-1	-1	97	-0.3	-1	-4	1.3
Cc1cc(=O)n2nc(-c3ccc(C(F)(F)F)cc3)sc2n1	-4	-1	-8	2	0	106	-0.1	2	.	0.4
COc1ccc2c(c1)CCCO[C@]21O[C@H](CCO)C[C@H](O)[C@H]1O	-6	1	4	0	-7	98	0.0	5	.	-0.4
O=C(Cc1c(C(=O)O)[nH]c2ccccc12)NCCN1CCN(c2ccccc2F)CC1	-6	-2	4	-5	0	94	0.1	1	-8	-0.2
Cc1ccc(OC(C)C(=O)Nc2cc(C)on2)cc1 (stereo unspecified)	.	9	4	-11	-1	93	-0.1	2	-1	-0.5
CCn1c(SCC(=O)Nc2cccc(S(=O)(=O)N(C)c3ccccc3)c2)nnc1C1CC1	-5	-5	-7	1	-2	84	0.1	-3	2	0.2
CNC(=O)COc1ccc(Nc2nnc(-c3ccc(C)c(S(N)(=O)=O)c3)c3ccccc23)cc1	-15	3	5	-2	2	77	-0.1	1	.	-1.5
CCSc1nnc(NC(=O)NC2CCCCC2)s1	-1	9	-2	0	-3	96	0.0	0	-2	-2.1
Cc1ccccc1CNc1ncnc2cc(Cl)ccc12	-3	2	-11	-1	3	97	1.0	-1	-8	2.4
O=C(N/N=C/c1ccccn1)NC12CC3CC(CC(C3)C1)C2	5	-5	4	3	2	93	-0.1	-1	-1	0.3
C[C@H](NC(=O)C1CCN(S(=O)(=O)c2ccccc2)CC1)C(=O)NCc1ccccc1	-15	1	0	7	21	98	1.0	2	-7	-1.6
COc1ccc(C(=O)Nc2ccc3c(c2)OCCO3)cc1S(=O)(=O)N1CCOCC1	-5	1	2	5	8	102	-0.3	-1	-6	0.4
CCOc1ccc(N2C(=O)c3ccc(C(=O)OCc4c(C)noc4C)cc3C2=O)cc1	-4	2	-7	-4	0	92	-0.1	2	1	-0.8
OCCC1CN(Cc2nc(-c3ccccc3)cs2)CCN1Cc1ccc(F)cc1 (stereo unspecified)	-4	-7	-3	-3	6	93	0.7	-1	-6	0.4
CC(C)(C)OC(=O)C[C@@H]1C/C=C\C[C@H](CC(=O)N[C@H](CO)Cc2ccccc2)C(=O)N[C@H](Cc2ccccc2)COC1=O	-4	0	19	5	2	97	0.7	10	-4	-2.3
CC1CN(C(=O)c2ccc(COc3ccc(C(C)C)cc3)o2)CC(C)O1 (stereo unspecified)	-4	13	-3	2	23	96	-0.1	17	-2	-2.4
Nc1cc(=O)[nH]c(SCC(=O)N2N=C(c3ccc(Cl)cc3)CC2c2ccco2)n1 (stereo unspecified)	-6	2	-5	-1	22	101	0.1	-1	-4	0.0
CS(=O)(=O)c1nc(-c2ccc(Br)cc2)n[nH]1	-2	1	4	4	-2	100	-0.3	4	-13	1.0

(continued)
SMILES	CaV13 FRET inh	m5-HT2A agonist	Cardio protect	PDI inh	MC4R antag cAMP	ABCB6 inh MLPCN	aDG glyco up	N-glyco inh	Vif imaging	MC4R ag barr
O=S(=O)(Cc1ccccc1)NCc1ccccn1	-8	0	4	-2	4	103	0.3	0	-4	-2.5
O=C(O)C1C2CCC(O2)C1C(=O)Nc1cccc(Cl)c1 (stereo unspecified)	11	0	4	10	-4	92	-0.1	2	2	-0.6
Cn1c(CNC(=O)c2ccco2)nnc1SCC(=O)c1ccccc1	-4	-3	8	1	16	95	0.0	0	-3	-1.5
CN(C)c1ccc(N2C(=NC(=O)COc3ccccc3)SC3CS(=O)(=O)CC32)cc1 (stereo unspecified)	-13	2	-3	-8	21	96	-0.3	0	-2	-2.3
Cc1ccc(C(=O)CN(C(=O)c2ccc(Cl)c(Cl)c2)N2C(=O)C3CCCCC3C2=O)cc1C (stereo unspecified)	-10	14	-2	-10	0	95	0.1	4	-4	-1.1
CCN1CCSc2ccc(C(=O)NCc3ccc(OC(C)C)cc3)cc21	-4	-9	-4	.	0	99	-0.2	0	-3	-0.4
COc1ccccc1OCCOCCn1cnc2ccccc2c1=O	-5	-2	2	-2	10	93	0.1	2	-6	-2.2
Fc1ccccc1NC(=S)N(CCN1CCCCCC1)Cc1cccs1	-24	-4	0	-1	13	100	-0.2	0	6	1.5
OC(c1ccc(F)cc1)c1nc(-c2cccs2)cs1 (stereo unspecified)	-5	1	-9	-5	6	90	-0.3	-1	0	2.5
CCOC(=O)Cc1csc(/N=C/c2c(O)n(-c3ccccc3C(F)(F)F)c(=O)c3ccccc23)n1	-3	4	45	-1	2	105	-0.6	6	-19	-0.2
Cc1cc(F)ccc1S(=O)(=O)Nc1ccccc1C(=O)Nc1ccccc1-c1nc2ccccc2[nH]1	.	-3	-16	-14	-1	94	0.7	-15	-7	1.2
CCN1C(=O)[C@@H]2[C@H](C1=O)[C@@H]1C(=O)Nc3ccccc3C(=O)N1[C@@H]2c1cccc(C)c1	-10	-2	2	-1	9	97	0.1	0	2	-1.0
CC(=O)NCCc1nc2cc(NC(=O)COc3cccc(C)c3)ccc2n1C	-4	-3	10	-4	-1	96	0.0	1	-10	0.8
COc1ccc(/C=C2\SC(=O)N(CCC(=O)N3CCCCC3CCO)C2=O)cc1 (stereo unspecified)	-4	2	-10	-3	4	96	0.2	-4	-8	-2.0
CCOc1ccc(NS(=O)(=O)c2ccc(C(=O)N3CCCC3)cc2)cc1	-6	9	-3	-4	1	94	0.5	-1	8	1.5
O=C(Nc1cccc(Cl)c1)c1ccccc1NC(=O)C1CCCCC1C(=O)O (stereo unspecified)	-2	1	-2	1	7	101	0.0	4	6	-1.4
COCCNc1nc(Oc2cccc(NC(C)=O)c2)c2sc(-c3ccccc3)cc2n1	-4	2	19	-5	23	90	0.7	0	21	9.1*
O=C(c1ccc(S(=O)(=O)c2ccccc2)cc1)N1CCCCCC1	-6	3	-11	-6	-6	93	-0.1	1	-3	-1.0
CCN(Cc1nc(-c2ccc(OC)c(OC)c2)no1)C(=O)c1ccc2c(c1)OCO2	-6	5	-2	-6	-4	99	0.1	-4	?	-0.1
CCOc1ccc(NC(=O)Nc2ccc3c(c2)CCC3)cc1	.	-3	1	0	-9	103	-0.2	1	-10	2.5
COc1ccc(OCCCC(=O)NC(C)c2ccccc2)cc1 (stereo unspecified)	.	2	8	4	11	97	0.1	-1	.	-1.5
O=C(COC(=O)c1ccc(Br)o1)c1ccc(S(=O)(=O)N2CCCCC2)cc1	-7	-3	3	12	5	96	-0.2	3	3	-0.6
CC1CCC(NC(=O)c2cc(C3CC3)nn2-c2ccccc2)CC1 (stereo unspecified)	-5	-9	6	-3	1	102	0.2	-2	-4	7.1
COc1cccc(/C=N/NC(=O)c2ccccc2NC(=O)c2ccco2)c1OC	2	-3	-4	-7	2	93	0.5	1	-2	-2.9
COc1ccccc1-n1cnnc1SCC(=O)c1cc(C)n(Cc2cccs2)c1C	-3	3	-8	-2	-7	101	0.4	-3	9	-0.4

(continued)
SMILES	CaV13 FRET inh	m5-HT2A agonist	Cardio protect	PDI inh	MC4R antag cAMP	ABCB6 inh MLPCN	aDG glyco up	N-glyco inh	Vif imaging	MC4R ag barr
Cc1ccc(C)c(N/C(N)=N/c2nc(C)cc(C)n2)c1	-9	-11	-22	24	-7	104	0.7	5	17	-0.5
NC(=O)c1cc([N+](=O)[O-])ccc1NCc1cccc2ccccc12	-10	5	-8	-1	9	101	0.3	0	-2	3.8
CCc1cccc(NC(=O)CSC2=NS(=O)(=O)c3ccccc32)c1	-6	4	12	.	0	93	0.0	5	-2	0.3
Cc1ccc(-c2nc3ccc(C)cn3c2Cc2ccccc2C(F)(F)F)cc1	-6	-2	-10	.	.	96	0.1	-6	.	.
COc1ccccc1-c1cc(C(=O)NCc2ccco2)no1	-8	-6	0	-1	-4	102	0.0	0	-10	-1.9
COc1ccc(NC(=O)CN(c2cccc(C(F)(F)F)c2)S(C)(=O)=O)cc1OC	-4	4	-3	-9	6	96	0.0	1	2	-1.3
CCCCn1nc(NC(=O)CC)c2cc3cc(OC)ccc3nc21	-1	2	17	2	5	97	0.2	5	-6	0.6
Cn1c(CCN2CCOCC2)nc2cc(NC(=O)COc3ccc([N+](=O)[O-])cc3)ccc21	-3	-5	5	0	3	98	-0.1	-4	10	-3.3
O=C(O)c1cc(-c2ccc(/C=N/Nc3ccc(Cl)cc3)o2)ccc1Cl	.	2	-6	9	-2	103	0.0	4	-4	1.9
N#Cc1c2ccc([N+](=O)[O-])cc2[n+]([O-])n1-c1ccccc1	-5	-1	-2	7	-5	100	-0.3	-9	18	-0.5
O=c1[nH][nH]c2c1[C@H](CCc1cccc(Cl)c1)O[C@H](C1CCCC1)C2	-5	-4	.	.	.	102	0.1	.	.	.
CCOC(=O)N1CCN(CCC(=O)Nc2ccc(Br)c(C)c2)CC1	.	-2	7	4	1	98	-0.1	-1	-6	0.7
CC(=O)c1ccc(OCCCC(=O)N(CCC2=CCCCC2)c2c(N)n(Cc3ccccc3)c(=O)[nH]c2=O)cc1	-2	0	2	1	0	103	0.1	-1	2	-1.2
CN1C(=O)/C(=C\C=C2/CCCN2C)N(C)C1=S	-3	4	-3	5	-10	96	0.2	1	1	1.1
CCCCc1c(O)nc(SCC(=O)c2ccccc2)n(-c2ccccc2)c1=O	-5	4	12	4	-1	95	0.0	1	-1	-2.1
Cc1c(C(=O)Nc2ccc(F)cc2)c2ccccn2c1CCc1ccncc1	-3	0	4	1	9	91	1.3	-3	-3	-0.1
CCOC(=O)c1cc(-c2ccc(F)cc2)n(CC(=O)NCc2ccccn2)c1C	0	1	1	-3	8	103	0.2	-1	2	-1.1
CCCCC(=O)NC(c1ccco1)c1cc(Cl)c2cccnc2c1O (stereo unspecified)	-77	-4	31	5	24	102	0.4	-6	9	-2.4

Random draw from the library; about 3.6% have a hit in one of these screens.
